Compound activity (PubChem)
ALOX12 inhib – 12-hLO (ALOX12) enzyme inhibition | purified 12-hLO, xylenol orange hydroperoxide absorbance | Potency, µM (series often up to 57.1 µM), inactives show top-dose activity change, negative = inhibition, most hits filed as inhibitors | 150,000 tested, 0.12% active | AID 1452; active means well fitted inhibition curve with a large enough effect; further: nearly all actives have a fitted effect of over 55% in size; many of its hits are not listed in these tables
Target sequence (P18054 whole entry, looked up): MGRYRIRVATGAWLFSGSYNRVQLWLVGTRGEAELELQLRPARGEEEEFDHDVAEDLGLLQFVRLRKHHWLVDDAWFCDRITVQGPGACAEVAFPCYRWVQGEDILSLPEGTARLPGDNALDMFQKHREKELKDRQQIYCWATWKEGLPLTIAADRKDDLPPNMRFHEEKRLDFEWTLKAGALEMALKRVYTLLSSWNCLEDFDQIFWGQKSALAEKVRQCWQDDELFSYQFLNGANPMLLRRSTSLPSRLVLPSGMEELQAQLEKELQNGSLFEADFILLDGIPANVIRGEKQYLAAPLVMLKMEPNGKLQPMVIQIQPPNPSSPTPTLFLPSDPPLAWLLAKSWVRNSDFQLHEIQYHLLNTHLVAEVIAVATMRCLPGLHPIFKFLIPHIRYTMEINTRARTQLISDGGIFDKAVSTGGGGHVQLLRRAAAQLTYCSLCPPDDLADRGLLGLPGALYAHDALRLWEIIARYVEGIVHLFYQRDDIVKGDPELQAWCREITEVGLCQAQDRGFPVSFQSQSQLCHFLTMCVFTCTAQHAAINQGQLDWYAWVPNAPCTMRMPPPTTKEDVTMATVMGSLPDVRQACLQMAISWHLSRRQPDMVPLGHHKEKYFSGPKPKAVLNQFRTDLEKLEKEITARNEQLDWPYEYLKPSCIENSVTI
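Lipoxygenase turnover measured by absorbance at 573 and 405 nm after Fe-XO development. Human 12hLO 150 nM, arachidonate 40 uM, pH 7.0 Hepes buffer with detergent; 15 min compound preincubation, 30 min reaction.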
The depositor's hits bear a star; [ ] = remark or other dose. On the % scale 0 is the no-effect control and ±100 the full control effect; potency means the concentration at half of the fitted maximal effect. Some of the compounds tested; rates above refer to the full screens.

item | structure | ALOX12 inhib
1 | COCCN1C(=O)N[C@@H](c2cccc(C(F)(F)F)c2)C(C(=O)OC)=C1C | 3.7%[11.4 µM]
2 | CC(=O)N[C@@H](CSC/C=C(\C)CC/C=C(\C)CCC=C(C)C)C(=O)O | -1.3%
3 | COC(=O)C1=C(C(=O)OC)[C@@H]2N(Cc3ccccc3)c3ccccc3[C@@]23C[C@@H](C(=O)OC)N(S(=O)(=O)c2cccs2)C3=N1 | 1.6%[11.4 µM]
4 | CCOC(=O)CN1C(=O)N[C@@H](c2ccccc2)[C@@H](C(=O)OC)[C@H]1C | 0.9%[11.4 µM]
5 | CN1CCN(c2ncnc3c2sc2nc(N4CCCC4)c4c(c23)CC(C)(C)OC4)CC1 | 0.8%
6 | CC#CCN1c2ccccc2[C@]23C[C@@H](C(=O)OC)N(C(=O)c4cccs4)C2=NC(C(=O)OC)=C(C(=O)OC)[C@H]13 | 2.9%[11.4 µM]
7 | COC(=O)C1=C(C(=O)OC)[C@@H]2N(C)c3ccc(OC)cc3[C@@]23C[C@@H](C(=O)OC)N(S(=O)(=O)c2ccc(OC)cc2)C3=N1 | -3.5%[11.4 µM]
8 | COc1ccc(-c2nc(-c3ccccc3)oc2Nc2c(C)cccc2C)cc1 | -1.7%
9 | Cc1ccc(CCP(=O)(O)CN2CCCCC2)cn1 | -1.0%
10 | CCOC(=O)CN1C(=O)N[C@@H](CCc2ccccc2)C(C(C)=O)=C1C | -0.9%[11.4 µM]
11 | CCCCCCCC1=Cc2ccccc2C(C(C(C)=O)C(=O)OC)N1C(=O)OC (configuration not stated) | -19.4%[11.4 µM]
12 | CCCCC/C=C\C/C=C\CCCCCCCC(=O)NCCc1ccc(O)c(O)c1 | -15.9%
13 | COC(=O)CCCC1=CC2=CC(=O)C(C)(OC(=O)c3ccco3)C(=O)C2=CO1 (configuration not stated) | -2.0%
14 | NCCC[C@@H](CC(=O)N[C@@H]1CCNC[C@H]1C(=O)N[C@H](CC(=O)N[C@@H](CCC(=O)O)CC(=O)O)Cc1ccccc1)NC(=O)C[C@H](Cc1c[nH]c2ccccc12)NC(=O)[C@@H]1CCCC[C@H]1N | -1.1%
15 | COc1ccc(-c2nc(-c3ccccc3)oc2NC(C)C)cc1 | -2.1%
16 | CC(C)C[C@@H](CC(=O)N[C@@H](CCC(=O)O)CC(=O)O)NC(=O)[C@@H]1CCCC[C@H]1NC(=O)C[C@@H](NC(=O)C[C@H](CO)NC(=O)[C@@H]1CCCC[C@H]1N)C(C)C | 1.2%
17 | CCCCCCCCCCCCC/C=C/[C@@H](O)C(CO)NC(C)=O (some centres not stated) | 7.8%
18 | CN(C)C1CCN(C(=O)c2ccc(-n3c(=O)c(=O)[nH]c4ccccc43)cc2)C1 (configuration not stated) | -1.9%
19 | C=CCN1c2ccccc2[C@]23C[C@@H](C(=O)OC)N(S(=O)(=O)c4ccc(C#N)cc4)C2=NC(C(=O)OC)=C(C(=O)OC)[C@H]13 | 3.4%[11.4 µM]
20 | CCOC(=O)N1C2=NC(C(=O)OC)=C(C(=O)OC)[C@@H]3N(Cc4ccccc4)c4ccccc4[C@]23C[C@H]1C(=O)OC | -0.7%[11.4 µM]
21 | COC/C=C/C1=CC2=CC(=O)C(C)(OC(=O)c3cnc4ccccc4n3)C(=O)C2=CN1CCc1ccccn1 (configuration not stated) | 4.2%[11.4 µM]
22 | CC(C)[C@@H](CC(=O)N[C@@H]1CCNC[C@H]1C(=O)N[C@H](CC(=O)N[C@@H](CCC(=O)O)CC(=O)O)Cc1c[nH]c2ccccc12)NC(=O)C[C@H](CO)NC(=O)[C@@H]1CCCC[C@H]1N | 4.2%
23 | COC/C=C/C1=CC2=CC(=O)C(C)(OC(=O)c3cccs3)C(=O)C2=CO1 (configuration not stated) | 4.0%
24 | COc1ccc(-c2nc(-c3ccccc3)c(Nc3ccc4ccccc4c3)o2)cc1 | 0.3%
25 | CC(C)=CCC/C(C)=C/CC/C(C)=C/CSCC(=O)O | -2.3%
26 | COC(=O)C1=C(C(=O)OC)[C@@H]2Nc3ccccc3[C@@]23C[C@@H](C(=O)OC)N(S(=O)(=O)c2ccc(C)cc2)C3=N1 | -3.6%[11.4 µM]
27 | CCCCCCCC1Cc2ccccc2C(C(C(=O)OC)C(=O)OC)N1C(=O)OC (configuration not stated) | 2.9%[11.4 µM]
28 | CCOC(=O)CN1C(=O)N[C@@H](c2cccc(C(F)(F)F)c2)[C@H](C(=O)OC)[C@H]1C | 0.9%[11.4 µM]
29 | COC(=O)CCC(=O)OC1(C)C(=O)C=C2C=C(C3CC3)N(c3cccc(C#N)c3)C=C2C1=O (configuration not stated) | -28.9%[11.4 µM]
30 | COc1ccc(-n2nnc3c(SCC(=O)N4CCN(c5ccccc5)CC4)ncnc32)cc1 | -0.7%

Reprinted from the part before: 5 entries, followed by the next part.
item | structure | ALOX12 inhib
26 | COC(=O)C1=C(C(=O)OC)[C@@H]2Nc3ccccc3[C@@]23C[C@@H](C(=O)OC)N(S(=O)(=O)c2ccc(C)cc2)C3=N1 | -3.6%[11.4 µM]
27 | CCCCCCCC1Cc2ccccc2C(C(C(=O)OC)C(=O)OC)N1C(=O)OC (configuration not stated) | 2.9%[11.4 µM]
28 | CCOC(=O)CN1C(=O)N[C@@H](c2cccc(C(F)(F)F)c2)[C@H](C(=O)OC)[C@H]1C | 0.9%[11.4 µM]
29 | COC(=O)CCC(=O)OC1(C)C(=O)C=C2C=C(C3CC3)N(c3cccc(C#N)c3)C=C2C1=O (configuration not stated) | -28.9%[11.4 µM]
30 | COc1ccc(-n2nnc3c(SCC(=O)N4CCN(c5ccccc5)CC4)ncnc32)cc1 | -0.7%
31 | COCCN1C(=O)N(C)[C@@H](c2ccccc2)C(C(C)=O)=C1C | -0.5%[11.4 µM]
32 | O=C1CCC=C1C(O)c1ccc2c(c1)OCO2 (configuration not stated) | -2.1%
33 | CCCCC1=CC2=CC(=O)C(C)(OC(=O)CC)C(=O)C2=CN1CCCN(CC)CC (configuration not stated) | -0.5%[11.4 µM]
34 | COC(=O)[C@@H](NC(=O)N1CCc2nc(-c3ccccc3)c3c(c2C1)CO[C@@H](C)C3)C(C)C | 1.1%[11.4 µM]
35 | COC(=O)N1C(c2ccccc2)=Cc2ccccc2C1CC(C)=O (configuration not stated) | 7.4%[11.4 µM]
36 | CCCCC/C=C\C/C=C\C/C=C\CCCCC(N)=O | 4.6%
37 | CCOC(=O)CN1C(=O)N[C@@H](c2cccs2)C(C(=O)OC)=C1C | 0.0%[11.4 µM]
38 | O=C(NCCN1CCOCC1)c1ccc(-n2c(=O)c(=O)[nH]c3ccccc32)cc1 | 0.0%
39 | COC(=O)[C@H]1[C@@H](C)N(CCc2cc(OC)c(OC)c(OC)c2)C(=O)N[C@H]1c1ccccc1 | -0.2%[11.4 µM]
40 | C[C@H]1Cc2c(-c3ccccc3)nc3c(c2CO1)CN(C(=O)C1CC1)CC3 | 2.5%[11.4 µM]
41 | COC(=O)CCCC1=CC2=CC(=O)C(C)(OC(=O)C3CCCC3)C(=O)C2=CO1 (configuration not stated) | -4.1%
42 | CC(C)[C@@H](CC(=O)N[C@@H]1CCNC[C@H]1C(=O)N[C@H](CC(=O)N[C@@H](CCC(=O)O)CC(=O)O)Cc1c[nH]c2ccccc12)NC(=O)C[C@H](CO)NC(=O)[C@@H]1CNCC[C@H]1N | -1.0%
43 | CCOC(=O)CN1C(=O)N[C@@H](c2cccs2)C(C(C)=O)=C1C | 2.6%[11.4 µM]
44 | CC1(OC(=O)c2ccc(Cl)nc2)C(=O)C=C2C=C(C3CC3)OC=C2C1=O (configuration not stated) | -5.5%
45 | CCCCc1nc2c(c3c1C[C@H](C)OC3)CN(C(=O)c1cccnc1)CC2 | 0.5%[11.4 µM]
46 | C[C@H]1Cc2c(-c3ccccc3)nc3c(c2CO1)CN(C(=O)Cc1cccs1)CC3 | 5.6%[11.4 µM]
47 | COC/C=C/C1=CC2=CC(=O)C(C)(OC(=O)c3cnc4ccccc4n3)C(=O)C2=CN1CCCCO (configuration not stated) | -0.1%[11.4 µM]
48 | COC(=O)CCC(=O)OC1(C)C(=O)C=C2C=C(C3CC3)N(CCc3c[nH]c4ccccc34)C=C2C1=O (configuration not stated) | -0.2%[11.4 µM]
49 | Cc1ccc(S(=O)(=O)N(CC(=O)O)c2cccc(Cl)c2)cc1 | -1.7%
50 | Cc1ccc(-n2nnc3c(SCC(=O)N4CCN(c5ccccc5)CC4)ncnc32)cc1 | 0.5%
51 | C#CCCOC(=O)N1C2=NC(C(=O)OC)=C(C(=O)OC)[C@@H]3Nc4ccccc4[C@]23C[C@H]1C(=O)OC | 0.0%[11.4 µM]
52 | CC(=O)N[C@@H](CSC/C=C(\C)CC/C=C(\C)CC/C=C(\C)CCC=C(C)C)C(=O)O | 2.9%
53 | COc1ccc(C2=CC3=C(Br)C(=O)C(C)(OC(=O)CCc4ccccc4)C(=O)C3=CO2)cc1 (configuration not stated) | 0.6%
54 | COC(=O)CCCC1=CC2=C(c3ccccc3)C(=O)C(C)(OC(=O)C3CCCC3)C(=O)C2=CN1c1ccccc1 (configuration not stated) | 2.8%[11.4 µM]
55 | COC(=O)C(C(=O)OC)C1c2ccccc2C=C(C2CC2)N1C(=O)OC (configuration not stated) | 6.4%[11.4 µM]
56 | CC1(OC(=O)c2ccco2)C(=O)C2=COC(C3CC3)=CC2=C(Br)C1=O (configuration not stated) | 0.7%
57 | COc1cccc(/C=N/NC(=O)c2cc(-c3ccc(C)cc3)n[nH]2)c1O | -3.2%
58 | CC(C)C[C@@H](CC(=O)N[C@H](CC(=O)N[C@@H]1CCNC[C@H]1C(=O)N[C@H](CC(=O)N[C@@H](CCC(=O)O)CC(=O)O)Cc1ccccc1)C(C)C)NC(=O)[C@@H]1CCCC[C@H]1N | -4.7%
59 | CC(C)[C@@H](CC(=O)N[C@@H]1CCNC[C@H]1C(=O)N[C@H](CC(=O)N[C@@H](CCC(=O)O)CC(=O)O)Cc1ccccc1)NC(=O)C[C@H](Cc1ccccc1)NC(=O)[C@@H]1CNCC[C@H]1N | 6.2%
60 | CCCCC/C=C\C/C=C\C=C\[C@@H](O)C/C=C\CCCC(=O)O | -1.8%

By substructure: those above with a cyano group.
item | structure | ALOX12 inhib
19 | C=CCN1c2ccccc2[C@]23C[C@@H](C(=O)OC)N(S(=O)(=O)c4ccc(C#N)cc4)C2=NC(C(=O)OC)=C(C(=O)OC)[C@H]13 | 3.4%[11.4 µM]
29 | COC(=O)CCC(=O)OC1(C)C(=O)C=C2C=C(C3CC3)N(c3cccc(C#N)c3)C=C2C1=O (configuration not stated) | -28.9%[11.4 µM]

Continuation.
cpd | SMILES | ALOX12 inhib
61 | CCCCC1=CC2=CC(=O)C(C)(OC(=O)CC)C(=O)C2=CN1CCc1ccc(Br)cc1 (configuration not stated) | -5.9%[11.4 µM]
62 | C=CCN1c2ccccc2[C@]23C[C@@H](C(=O)OC)N(S(=O)(=O)c4cccs4)C2=NC(C(=O)OC)=C(C(=O)OC)[C@H]13 | -2.0%[11.4 µM]
63 | CCCCC/C=C\C/C=C\C/C=C\C/C=C\CCCCCC(=O)O | -5.3%
64 | COC(=O)CCC(=O)OC1(C)C(=O)C=C2C=C(C3CC3)N(CCCCO)C=C2C1=O (configuration not stated) | 3.2%[11.4 µM]
65 | COC(=O)C1=C(C)N(Cc2ccccc2)C(=O)N[C@H]1c1cccc(F)c1 | -12.2%[11.4 µM]
66 | CC(C)C[C@@H](CC(=O)N[C@@H](CCC(=O)O)CC(=O)O)NC(=O)[C@@H]1CCCC[C@H]1NC(=O)C[C@@H](NC(=O)C[C@H](CO)NC(=O)[C@@H]1CNCC[C@H]1N)C(C)C | -3.0%
67 | CCCCC/C=C\C/C=C\CCCCCCCCCC(=O)NCC(=O)O | 0.7%
68 | CC(C)C[C@@H](CC(=O)N[C@@H](CCCN)CC(=O)N[C@@H]1CCNC[C@H]1C(=O)N[C@H](CC(=O)N[C@@H](CCC(=O)O)CC(=O)O)Cc1ccccc1)NC(=O)[C@@H]1CNCC[C@H]1N | -3.2%
69 | CCCCC[C@H](O)/C=C/C=C\C/C=C\C/C=C\CCCC(=O)O | -2.2%
70 | CCOC(=O)CN1C(=O)N[C@@H](c2cccc(C(F)(F)F)c2)[C@H](C(C)=O)[C@H]1C | 3.1%[11.4 µM]
71 | C=CCN1c2ccccc2[C@]23C[C@@H](C(=O)OC)N(C(=O)c4ccc(Br)cc4)C2=NC(C(=O)OC)=C(C(=O)OC)[C@H]13 | -4.3%[11.4 µM]
72 | O=C(O)CCC[C@H](O)\C=C/C=C/C=C/[C@H](O)C/C=C\CCCCCO | -0.6%
